Apoferritin bind = qHTS Assay for Identification of Novel General Anesthetics | Potency, µM (top dose mostly 77.5 µM), for the others: at the top dose activity change, negative = displacement, hits mostly inhibitors | 0.074% of 350,000 active | AID 485281, 2010 | apoferritin/1-aminoanthracene competitive binding, fluorescence; further: potency means the concentration at half of the fitted maximal effect; on the % scale 0 is the no-effect control and ±100 the full control effect; nearly all actives have a fitted effect of over 20% in size
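Probe: 1-aminoanthracene (50% saturated, PBS). Protein: horse-spleen apoferritin, 10 uM. Incubation: 10 min, room temperature. Detection: 380 nm excitation, 535 nm emission. Analysis: normalized response, four-parameter Hill.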
BLM helicase inh = qHTS Assay for Inhibitors of Bloom's syndrome helicase (BLM). RecQ-like DNA helicase BLM (Homo sapiens), P54132. AID 2528, 2010. 0.2% of 350,000 active. Potency, µM (series often up to 56.1 µM), inactives show top-dose activity change, negative = inhibition, most hits filed as inhibitors. recombinant BLM DNA unwinding, fluorescence dequenching;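 further: potency means the concentration at half of the fitted maximal effect; plate controls were vehicle for no effect and no enzyme for full effect; nearly all actives have a fitted effect of over 35% in size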
Target sequence (P54132 whole entry, looked up): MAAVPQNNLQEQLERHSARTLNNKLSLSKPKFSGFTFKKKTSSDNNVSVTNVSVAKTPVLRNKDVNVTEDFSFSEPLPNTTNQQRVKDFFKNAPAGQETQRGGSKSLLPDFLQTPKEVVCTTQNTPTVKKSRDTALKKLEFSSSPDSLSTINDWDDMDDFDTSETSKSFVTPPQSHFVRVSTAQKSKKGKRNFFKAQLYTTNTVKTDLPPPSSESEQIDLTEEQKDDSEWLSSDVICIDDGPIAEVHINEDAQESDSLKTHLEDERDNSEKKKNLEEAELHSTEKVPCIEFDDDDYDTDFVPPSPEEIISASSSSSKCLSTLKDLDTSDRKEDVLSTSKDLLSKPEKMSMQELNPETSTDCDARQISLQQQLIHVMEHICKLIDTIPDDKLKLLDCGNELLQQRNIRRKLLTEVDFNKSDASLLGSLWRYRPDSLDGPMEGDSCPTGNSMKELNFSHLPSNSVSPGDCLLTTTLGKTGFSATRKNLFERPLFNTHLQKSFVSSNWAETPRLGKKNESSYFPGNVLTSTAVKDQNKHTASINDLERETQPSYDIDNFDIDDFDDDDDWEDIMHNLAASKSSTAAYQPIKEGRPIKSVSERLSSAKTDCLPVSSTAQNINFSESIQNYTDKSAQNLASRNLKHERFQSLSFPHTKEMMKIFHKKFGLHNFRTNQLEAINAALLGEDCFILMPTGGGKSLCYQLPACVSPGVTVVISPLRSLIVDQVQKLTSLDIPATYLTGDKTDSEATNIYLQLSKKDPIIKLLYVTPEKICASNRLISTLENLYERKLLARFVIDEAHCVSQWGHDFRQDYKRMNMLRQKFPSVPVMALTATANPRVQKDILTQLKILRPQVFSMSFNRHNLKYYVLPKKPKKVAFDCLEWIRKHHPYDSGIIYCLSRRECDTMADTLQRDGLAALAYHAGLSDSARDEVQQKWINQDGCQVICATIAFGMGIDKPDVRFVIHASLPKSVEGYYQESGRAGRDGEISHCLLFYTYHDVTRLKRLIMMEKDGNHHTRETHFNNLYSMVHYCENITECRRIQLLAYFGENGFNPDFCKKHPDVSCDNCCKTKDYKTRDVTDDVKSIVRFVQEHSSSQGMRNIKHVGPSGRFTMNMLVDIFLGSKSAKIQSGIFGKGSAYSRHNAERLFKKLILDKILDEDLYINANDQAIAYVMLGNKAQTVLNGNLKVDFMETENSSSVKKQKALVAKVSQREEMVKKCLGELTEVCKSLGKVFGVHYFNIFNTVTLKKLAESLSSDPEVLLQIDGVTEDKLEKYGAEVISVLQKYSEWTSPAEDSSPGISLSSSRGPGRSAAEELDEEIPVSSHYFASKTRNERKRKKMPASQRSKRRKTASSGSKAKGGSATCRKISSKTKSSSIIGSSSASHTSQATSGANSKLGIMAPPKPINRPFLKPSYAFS
APEX1 inh = qHTS Assay for Inhibitors of the Human Apurinic/apyrimidinic Endonuclease 1 (APE1) | AID 2517, 2012 | DNA repair nuclease/redox regulator APEX1 (Homo sapiens), P27695 | recombinant APE1, TAMRA/BHQ-2 abasic DNA cleavage fluorescence | 0.35% of 350,000 active | Potency, µM (top dose mostly 65.8 µM), inactives show at the top dose activity change, negative = inhibition, most hits filed as inhibitors;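 further: potency means the concentration at half of the fitted maximal effect; plate controls were vehicle for no effect and reference inhibitor for full effect; nearly all actives have a fitted effect of over 55% in size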
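Endonuclease cleavage of a quenched abasic-site DNA duplex (50 nM) by APE1 (0.75 nM) was tracked by TAMRA dequenching. Compounds were preincubated with enzyme 15 min at room temperature; data normalized to buffer-only and DMSO wells plus NSC13755 control.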
PGK inhibitor = qHTS Assay to Find Inhibitors of Phosphoglycerate Kinase; Phosphoglycerate kinase, glycosomal (Trypanosoma brucei brucei), P07378; PGK/GAPDH coupled, Kinase-Glo luminescence, 60 min; Potency, µM (doses to about 57.5 µM), for the others: at the highest dose activity change, negative = inhibition, most hits filed as inhibitors; 0.043% of 380,000 active; further: potency means the concentration at half of the fitted maximal effect; on the % scale 0 is the no-effect control and ±100 the full control effect; nearly all actives have a fitted effect of over 60% in size
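Luminescent ATP detection (Kinase-Glo Plus) follows a 60-minute room-temperature incubation, with wells lacking PGK as controls. Buffer: 100 mM TEA (pH 7.6), 5 mM MgCl2, 0.01% Tween-20. Coupling enzyme GAPDH (100 nM final) supplies unstable 1,3-BPG in-well.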
Pol beta inh = qHTS Assay for Inhibitors of DNA Polymerase Beta; P06746; Potency, µM (titrated, usually from 114 µM), for inactives: at the highest dose activity change, negative = inhibition, hits mostly inhibitors; 1.3% of 340,000 active; AID 485314, 2010; Pol beta primer extension/strand displacement, fluorescence kinetic; further: potency means the concentration at half of the fitted maximal effect; on the % scale 0 is the no-effect control and ±100 the full control effect
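10 nM enzyme + cpd, 15 min RT; start with substrate 50 nM final; read 0 min and after 10 min RT. Corrected, normalized data; 4-parameter Hill curve fit.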
POLI inh = qHTS for Inhibitors of Polymerase Iota | 1% of 390,000 active | AID 588590, 2011 | Potency, µM (top dose mostly 115 µM), for inactives: at the highest dose activity, negative = inhibition, hits mostly inhibitors | Pol iota fluorescent replication assay, 10 min; further: potency means the concentration at half of the fitted maximal effect
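Pol iota at 10 nM preincubated 15 min with compounds at room temperature; reaction started with fluorescent substrate, 50 nM final. Fluorescence read kinetically at 0 and 10 min; buffer-only wells as negative control.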
POLH inh = qHTS for Inhibitors of Polymerase Eta. DNA polymerase eta (Homo sapiens), Q9Y253. recombinant Pol eta, fluorescent DNA replication assay. Potency, µM (top dose mostly 114 µM), for inactives: top-dose activity change, negative = inhibition, actives largely listed as inhibitors. 1.2% of 390,000 active. AID 588591, 2011; further: potency means the concentration at half of the fitted maximal effect; on the % scale 0 is the no-effect control and ±100 the full control effect
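Pol eta (10 nM) was preincubated with compounds for 15 min at room temperature, after which fluorescent replication substrate (50 nM final) was added to start the reaction. Fluorescence was read kinetically at 0 and 10 min.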
Pol kappa inh = qHTS for Inhibitors of Polymerase Kappa; purified Pol kappa, fluorescent DNA synthesis assay, 10 min; DNA polymerase kappa (Homo sapiens), Q9UBT6; AID 588579, 2011; Potency, µM (titrated, usually from 107 µM), inactives show at the highest dose activity, negative = inhibition, usual class: inhibitors; 0.53% of 400,000 active; further: potency means the concentration at half of the fitted maximal effect; on the % scale 0 is the no-effect control and ±100 the full control effect
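First, compounds were pin-transferred onto 10 nM Pol kappa. After 15 min at room temperature, substrate was added to 50 nM final. Fluorescence was then measured kinetically at 0 and 10 min.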
RXFP1 antagonist = qHTS Assay for Antagonists of the Relaxin Receptor RXFP1. Relaxin receptor 1 (Homo sapiens), Q9HBX9. HEK293-RXFP1, relaxin-stimulated cAMP HTRF, 30 min; active compounds read low. activity change, negative = inhibition, % at 57.5 µM. 0.59% of 350,000 active. AID 1259400, 2018;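 active means activity change of -60% or lower, but not beyond a set lower limit; inconclusive means change between -60% and -40%, or beyond the set limit; inactive means change above -40%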; further: on the % scale 0 is the no-effect control and ±100 the full control effect
* = called active by the depositor; i = inactive; ? = inconclusive; nt = not tested or not shown; & = joins results of further samples; [ ] = another dose, or the depositor's remark. Unless noted, the call rests on the fitted dose curve; in most records, active means well fitted curve in the direction sought with a large enough effect; inconclusive means small, poorly fitted or top-dose-only effect, or another doubt; inactive means no such curve, though single readings can be large; an effect the other way counts as inactive or inconclusive.

The line under a structure holds: Apoferritin bind	BLM helicase inh	APEX1 inh	PGK inhibitor	Pol beta inh	POLI inh	POLH inh	Pol kappa inh	RXFP1 antagonist
1. CC(C)CN(C(=O)COC(=O)c1ccccc1SCC(=O)NC1CCCCCC1)C1CCS(=O)(=O)C1 (stereo not drawn)
    2%	-2%	2%	-14%	8%	1%	-20%	-10%	-9
2. c1ccc2[nH]c(Cn3nnc4ccccc43)nc2c1
    nt	nt	6%	-5%	nt	6%	0%	-1%	nt
3. O=C(O)c1ccc(NC(=S)NC(=O)c2cccnc2)cc1
    3%	-2%	18%	-5%	55%	-11%	-23%	0%	1
4. CC1(C)[C@H]2CC[C@]1(C)[C@@H](OC(=O)C[N+]1(C)CCOCC1)C2
    -8%	4%	-1%	-5%	-27%	-1%	-5%	-1%	-5
5. NNC(=O)Cn1c(-c2ccccc2)cc(=O)n2ncnc12
    -7%	0%	0%	-3%	1%	28%	-14%	4%	-19
6. O=C(Oc1ccc(-c2nc(-c3ccccn3)no2)cc1)c1ccccc1
    -11%	-5%	6%	?	-12%	6%	?	6%	-14
7. CNC(=O)c1sccc1SCc1ccc(Cl)cc1Cl
    ?	-4%	4%	0%	-11%	-6%	-10%	6%	-15
8. O=C(CSc1nc2ccccc2c(=O)n1CCCN1CCOCC1)N1CCN(c2ccccc2)CC1
    -7%	-1%	-1%	6%	24%	-9%	-2%	2%	11
9. COc1ccccc1N1CCN(C(=O)Cc2ccc(Cl)cc2)CC1
    -8%	0%	-2%	-1%	11%	44%[activator]	-19%	5%	-18
10. Cc1ccc2oc3c(c(=O)c2c1)C(c1cccc(Br)c1)N(Cc1ccco1)C3=O (stereo not drawn)
    -12%	-3%	1%	-1%	4%	-2%[58.9 µM]	-8%	2%	-5
11. O=C(/C=C/c1ccco1)NC(=S)Nc1ccc(O)c(-c2nc3ccccc3s2)c1
    -11%	-18%	-4%	-3%	-22%	-15%	?	-18%	11
12. COC(=O)c1cc2oc(C)cc2n1CC(=O)Nc1ccc(OC)c(OC)c1
    4%	-4%	nt	i	6%	?	-7%	-5%	-6
13. Cc1occc1C(=O)NCc1ccc(C(=O)O)o1
    2%	-2%	-3%	-14%	1%	-5%	56µM*	-2%	-7
14. O=C(CCc1ccccc1)NNC(=O)COc1ccccc1
    -10%	0%	-3%	-7%	18%	33%[activator]	-2%	5%	17
15. O=C1CC(C(=O)Nc2cccc(F)c2)n2ncnc2N1 (stereo not drawn)
    -3%	0%	1%	10%	2%	48%[activator]	-17%	-9%	-21

Nos. 1–8 of the list above:
The line under a structure holds: Apoferritin bind	BLM helicase inh	APEX1 inh	PGK inhibitor	Pol beta inh	POLI inh	POLH inh	Pol kappa inh	RXFP1 antagonist
1. CC(C)CN(C(=O)COC(=O)c1ccccc1SCC(=O)NC1CCCCCC1)C1CCS(=O)(=O)C1 (stereo not drawn)
    2%	-2%	2%	-14%	8%	1%	-20%	-10%	-9
2. c1ccc2[nH]c(Cn3nnc4ccccc43)nc2c1
    nt	nt	6%	-5%	nt	6%	0%	-1%	nt
3. O=C(O)c1ccc(NC(=S)NC(=O)c2cccnc2)cc1
    3%	-2%	18%	-5%	55%	-11%	-23%	0%	1
4. CC1(C)[C@H]2CC[C@]1(C)[C@@H](OC(=O)C[N+]1(C)CCOCC1)C2
    -8%	4%	-1%	-5%	-27%	-1%	-5%	-1%	-5
5. NNC(=O)Cn1c(-c2ccccc2)cc(=O)n2ncnc12
    -7%	0%	0%	-3%	1%	28%	-14%	4%	-19
6. O=C(Oc1ccc(-c2nc(-c3ccccn3)no2)cc1)c1ccccc1
    -11%	-5%	6%	?	-12%	6%	?	6%	-14
7. CNC(=O)c1sccc1SCc1ccc(Cl)cc1Cl
    ?	-4%	4%	0%	-11%	-6%	-10%	6%	-15
8. O=C(CSc1nc2ccccc2c(=O)n1CCCN1CCOCC1)N1CCN(c2ccccc2)CC1
    -7%	-1%	-1%	6%	24%	-9%	-2%	2%	11

Continued.
The line under a structure holds: Apoferritin bind	BLM helicase inh	APEX1 inh	PGK inhibitor	Pol beta inh	POLI inh	POLH inh	Pol kappa inh	RXFP1 antagonist
16. CCCOc1cccc(-c2cc(C(=O)N/N=C/c3cccnc3)c3ccccc3n2)c1
    ?	-15%	-21%	-8%	-23%	2%	-10%	-22%	-4
17. CCOCCCNC(=O)C1CCCN(Cc2nc(-c3ccc(CC)cc3)oc2C)C1 (stereo not drawn)
    -13%	-2%	nt	i	53%	13%	-3%	4%	nt
18. CC(=O)NCc1ccc(-c2nc3ccccc3s2)cc1
    -7%	5%	9%	-7%	-1%	33%[activator]	-19%	-5%	0
19. CCCN1CCC(=O)N(CCSc2ccccc2)CC1
    -3%	0%	8%	-3%	0%	-6%&10%	-17%	-7%&5%	nt
20. CNC(C)C(=O)NC(C(=O)N1CCCC1C(=O)NC1CCCc2ccccc21)C(C)C (stereo not drawn)
    nt	nt	56%[activator]	-2%	nt	12%	-17%	8%	nt
21. Cc1ccc(C(=O)COC(=O)C2CC3CCCC(C2)C3=O)cc1[N+](=O)[O-] (stereo not drawn)
    nt	nt	-4%	5%	nt	?	-9%	-7%	nt
22. COc1ccc(N(Cc2ccccc2)C(=O)c2nc(S(C)(=O)=O)ncc2Cl)cc1
    -19%	-14%	nt	0%	-6%	-15%	-1%	-14%	?
23. CCOCCCN(C(=O)Cn1nnc(-c2ccc(C)o2)n1)C(C(=O)NC1CCCC1)c1ccco1 (stereo not drawn)
    -4%	-6%	66%[activator]	i	-26%	39%[activator]	-19%	5%	-12
24. O=C1c2ccccc2C(Nc2cccnc2)N1Cc1ccc2c(c1)OCO2 (stereo not drawn)
    -10%	2%	-6%	i	-2%	-22%	-2%	-11%	0
25. O=C(NCc1ccc2c(c1)OCO2)C1CC(=O)N(C2CCCC2)C1 (stereo not drawn)
    -12%	1%	-1%	-9%	3%	4%	-5%	-8%	-4
26. O=C(c1ccco1)N1CCN(c2ncnc3scc(-c4cccs4)c23)CC1
    -4%	-1%	12%	0%	2%	15%	7%	-5%	-6
27. O=C(CSc1nccn1-c1cccc(F)c1)NC1CCCC1
    nt	nt	19%	-3%	nt	10%	-9%	-16%	3
28. CCCCc1ccc(C(=O)Nc2ccc3nc(N4CCN(CC)CC4)cc(C)c3c2)cc1
    -2%	-1%	nt	i	-28%	-4%	1%	-6%	9
29. CCOc1ccc(NC(=S)NCCCN2CCOCC2)cc1
    -6%	-2%	3%	-21%	0%	113%[activator]	-18%	0%	-1
30. CC(=O)c1c(C)[nH]c(C(=O)/C(C#N)=C/c2cccc(C)c2)c1C
    -1%	-1%	-3%	2%	49%	25%	-13%	-9%	4
31. Cc1ccc(S(=O)(=O)N2CCCCC2)cc1NS(=O)(=O)c1ccccc1F
    nt	nt	8%	-6%	nt	28%	-13%	-5%	-6
32. Cc1ccc(-c2csc(N3CCN(c4cc5c(cc4Cl)nc(C(C)N)n5CCCO)CC3)n2)cc1 (stereo not drawn)
    -15%	1%	4%	-2%	39%	?	-5%	1%	nt
33. CCCNC(=O)N[C@@H](Cc1ccccc1)C(=O)OC
    ?	2%	2%	3%	?	31%	-8%	0%	17
34. CCc1ccc(CNC(=O)c2ccc3c(c2)NC(=O)C(N2CCOCC2)S3)cc1 (stereo not drawn)
    -17%	-4%	-6%	-7%	3%	-6%	-17%	-5%	-12
35. COc1ccc(Nc2oc(COc3ccccc3OC)nc2C#N)cc1
    -11%	0%	1%	i	16%	13%	-19%	-3%	-12
36. Cc1ccc(S(=O)(=O)N2CCC(C(=O)OCC(=O)NC(C)c3ccc(F)cc3)CC2)cc1C (stereo not drawn)
    nt	nt	-19%	i	nt	18%	-14%	2%	5
37. O=C(NCc1ccccc1)c1cc(Sc2cccc(Cl)c2)nc2ccccc12
    -14%	0%	nt	-1%	19%	25%	11%	-6%[60.1 µM]	-14
38. COc1ccc(CCN2CC(C(=O)N3CCC(OC)CC3)CCC2=O)cc1 (stereo not drawn)
    -9%	-2%	23%	-7%	-1%	19%	-20%	-6%	-7
39. Cc1ccc(C(=O)NCCNS(=O)(=O)c2ccccc2)cc1
    -8%	1%	1%	2%	11%	19%	-7%	-14%	13
40. Cc1ccc2oc3c(c(=O)c2c1)C(c1ccccc1F)N(CCCN1CCOCC1)C3=O (stereo not drawn)
    -6%	2%	nt	-1%	10%	-25%	-23%	-9%	nt
41. N#Cc1ccccc1NC(=O)C(=O)NCCc1csc2nc(-c3cccc(F)c3)nn12
    -5%	-11%	nt	i	31%[activator]	9%	-12%	-8%[60.1 µM]	-2
42. COc1cc(OC)cc(N(C(=O)CNC(=O)c2ccco2)C(C(=O)NCC2CCCO2)c2ccccc2)c1 (stereo not drawn)
    3%	-2%	70%	-9%	18%	48%[activator]	-2%	-3%	-17
43. OCC[C@@H]1C[C@@H](O)[C@H](O)[C@@]2(CCc3ccccc3O2)O1
    -8%	0%	33%	-4%	-1%	7%	1%	-11%	nt
44. CC(C)C[C@@H](CO)NC(=O)CC[C@H](NC(=O)OC(C)(C)C)C(=O)N(Cc1ccccc1)Cc1ccccc1
    nt	nt	nt	-8%	nt	4%	-7%	-14%	nt

High-throughput results as filed in PubChem BioAssay.

Some of the compounds tested; count on the stated rates, not on these rows.
